# Screening results (PubChem)
# Pf growth 48h: inhibits P. falciparum growth in the first generation, 48 h; P. falciparum luciferase growth in erythrocytes, 48 h; Potency, µM (titrated, usually from 28.7 µM), for inactives: at the highest dose activity change, negative = inhibition, actives largely listed as inhibitors; hit rate 5.9% among 310,000; further: potency means the concentration at half of the fitted maximal effect; on the % scale 0 is the no-effect control and ±100 the full control effect
#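 In quantitative HTS format, infected erythrocytes bearing luciferase-reporter parasites were treated for a single generation at 37 C. Luminescence after adding detection reagent served as the growth measure.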
# Cycloheximide cs: counter-screen for Shiga toxin inhibitors: cycloheximide protein synthesis inhibition; cell reporter, cycloheximide protein synthesis inhibition counterscreen; hit rate 12% among 300,000; max response, %; in the data active means max response mostly above about 13%, no sharp cut-off; inactive means mostly below about 14%; further: read at 38.3 µM for the half of the compounds with a filed dose; 0% is about no effect
# Shiga inhibitor: inhibitors of Shiga toxin in Vero cells; Vero cells, Shiga toxin protein synthesis inhibition reporter; inhibition, % at 38.7 µM; hit rate 9.2% among 290,000; AID 2315; in the data active means inhibition mostly above about 28%, no sharp cut-off; inactive means mostly below about 43%; further: 0% is about no effect
# Pf growth 96h: inhibits malaria parasite growth, 96 h; P. falciparum luciferase reporter growth, 96 h; Potency, µM (doses to about 28.7 µM), for the others: top-dose activity change, negative = inhibition, actives largely listed as inhibitors; hit rate 6.9% among 320,000; AID 504834; further: potency means the concentration at half of the fitted maximal effect; on the % scale 0 is the no-effect control and ±100 the full control effect
#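 Cell-based qHTS: luciferase-tagged P. falciparum in erythrocytes (2% hematocrit, 0.05% parasitemia final) incubated with compounds for 96 hours, 37 C, 5% CO2; luciferase detection reagent then added and luminescence measured.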
# Giardia FBPA inh: Giardia lamblia aldolase inhibition; A8B2U2; purified Giardia FBPA; Potency, µM (titrated, usually from 59.6 µM), inactives show top-dose activity, negative = inhibition, usual class: inhibitors; hit rate 0.71% among 290,000; further: potency means the concentration at half of the fitted maximal effect; on the % scale 0 is the no-effect control and ±100 the full control effect; nearly all actives have a fitted effect of over 55% in size
# Target sequence (A8B2U2 whole entry, looked up): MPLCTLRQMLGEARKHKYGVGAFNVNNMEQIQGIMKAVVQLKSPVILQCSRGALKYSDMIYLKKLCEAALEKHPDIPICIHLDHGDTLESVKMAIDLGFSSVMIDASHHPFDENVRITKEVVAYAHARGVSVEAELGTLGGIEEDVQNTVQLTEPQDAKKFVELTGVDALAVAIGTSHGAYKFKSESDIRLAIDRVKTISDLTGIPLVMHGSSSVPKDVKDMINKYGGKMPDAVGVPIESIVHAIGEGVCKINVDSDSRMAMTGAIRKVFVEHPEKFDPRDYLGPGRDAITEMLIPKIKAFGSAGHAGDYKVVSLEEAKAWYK
#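 Giardia FBPA (40 nM reagent) was preincubated 10 min at RT with compound (up to 57.5 uM final), then substrate plus GAPDH/TPI/NAD/arsenate coupling system with diaphorase/resazurin was added; resorufin fluorescence (525/598 nm) was read after 20 min.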
# Sm TGR block: blocks Schistosoma mansoni thioredoxin glutathione reductase | Q962Y6 | Potency, µM (top dose mostly 114 µM), for inactives: at the highest dose activity change, negative = inhibition, most hits filed as inhibitors | purified TGR, DTNB reduction, TNB absorbance 405 nm | hit rate 3% among 360,000; further: potency means the concentration at half of the fitted maximal effect; on the % scale 0 is the no-effect control and ±100 the full control effect; nearly all actives have a fitted effect of over 60% in size
#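 Kinetic colorimetric format: TGR-catalysed, NADPH-driven DTNB reduction monitored via TNB absorbance. Enzyme dispensed at 20 nM; compound exposure 15 min at room temperature before reaction start.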
# Active calls of the source: *; ? = inconclusive; / = not tested or not shown; & = joins results of further samples; [ ] = dose if it differs, or a comment. Unless noted, the call rests on the fitted dose curve; in most records, active means well fitted curve in the direction sought with a large enough effect; inconclusive means small, poorly fitted or top-dose-only effect, or another doubt; inactive means no such curve, though single readings can be large; an effect the other way counts as inactive or inconclusive.
SMILES,Pf growth 48h,Cycloheximide cs,Shiga inhibitor,Pf growth 96h,Giardia FBPA inh,Sm TGR block
CCN(CC)S(=O)(=O)c1cccc(N=NC2=C(O)CCCC2=O)c1,?,-2,-14,?,-28%,-4%
CC(=O)c1ccc(OCCCC(=O)Nc2cccc(S(=O)(=O)N3CCCCC3)c2)cc1,13µM*,/,/,?,/,-15%
O=C(CSc1nc(C2CC2)nc2sc3c(c12)CCCC3)NCc1ccco1,27%,7,10,16%,-3%,-11%
CC(C)(C)n1nc2c(c1NC(=O)c1ccccc1F)CS(=O)C2 (configuration not stated),/,-4,-18,-22%,-1%,0%
O=C(CNS(=O)(=O)c1ccccc1)NNC(=O)C(Cl)Cl,5%,8,13,1%,-9%,2%
CC1(C)CC(=O)C=C(Nc2ccc(O)c(C(=O)O)c2)C1,-1%,-4,13,?,-19%,-27%
CC(Sc1n[nH]c(=O)n1Cc1ccccc1)C(=O)NCC1CCCO1 (configuration not stated),4%,/,/,6%,/,-3%
Cc1cc(C)n(CCNC(=O)C2CCC(=O)N(CC3CCCCC3)C2)n1 (configuration not stated),22%,-3,10,5%,/,9%
COc1ccc(Cl)cc1NC(=O)CN1CCN(S(=O)(=O)N2CCOCC2)CC1,-26%,-3,15,9%,22%,-13%
COc1ccccc1N1CCN(Cc2cc(=O)c(OCC(=O)NC3CCCC3)co2)CC1,?,/,/,?,/,-4%
COCC(C)NC(=O)CSc1nc2cc(S(=O)(=O)N3CCCCC3)ccc2o1 (configuration not stated),?,/,/,?,/,-9%
COc1ccc(C(=O)O)cc1S(=O)(=O)Nc1ccccc1C(=O)NCc1ccc2c(c1)OCO2,-4%,/,/,-4%,/,-3%
CN1CCN(c2nnc(-c3ccccc3)c(-c3ccccc3)n2)CC1,-23%,-3,-2,-26%,-10%,11%
O=C(O)CCCNC(=O)/C=C/c1ccco1,33%[activator],-2,-9,55%[activator],-9%,4.5µM*
CC(NCc1ccc([N+](=O)[O-])cc1)C1COc2ccccc2O1 (configuration not stated),/,-3,6,0%,-21%,37%
O=C(C1CCN(CC2CC=CCC2)CC1)N(CCc1ccccc1)Cc1ccccc1 (configuration not stated),?,4,5,-12%,-14%,2%
CC(C)(C)c1ccc(C(=O)Nc2cnccn2)cc1,182%[activator],27*,41*,33%[activator],-9%,8%
CC(C)N1CCN(Cc2nc(-c3ccccc3)cs2)CC1CCO (configuration not stated),32%[activator],20*,24,4%,-3%,-7%
Nc1nnc(SCC(=O)NC2CCCCCC2)s1,-23%,/,/,?,/,1%
NC(=O)C1CCN(CC(=O)Nc2ccc(S(=O)(=O)N3CCOCC3)cc2)CC1,-5%,-5,-10,4%,17%,-7%
O=C(O)C1CCCCC1C(=O)NCCc1c[nH]c2ccccc12 (configuration not stated),4%,1,5,?,2%,1%
COc1ccc(N2CCN(C(=O)c3[nH]c4ccc(OC)cc4c3C)CC2)cc1,8%,1,-6,14%,4%,-21%
Cc1ccc(S(=O)(=O)N2CCN(C(=O)CN3CCOCC3)C2)cc1,-7%,-1,-12,50%[activator],-2%,-6%
CC(=O)c1ccc(N2CCN(CCC#N)CC2)c(F)c1,18%,-1,-8,/,-1%,8%
Clc1ccc(-c2nnc(C3CC3)o2)cc1,22%,27,46,33%[activator],1%,-3%
Cn1c(CNc2nc3ccccc3n2CCN2CCCCC2)nc2ccccc21,12µM*,-4,-5,2.6µM*,-6%,-1%
CN(Cc1ccccc1)S(=O)(=O)c1ccc(OCC(=O)N2CCOCC2)cc1,?,2,-6,?,0%,6%
COc1ccccc1NS(=O)(=O)c1ccc(C)c(C(=O)N2CCCC2)c1,-26%,/,/,20%,/,-7%
CC(C)N1CCC(N2CCN(Cc3cc(F)ccc3-n3cccn3)CC2CCO)CC1 (configuration not stated),43%[activator],-4,7,-1%,0%,30%
CCOc1ccc(N(C(C)C(=O)N2CCOCC2)S(C)(=O)=O)cc1 (configuration not stated),-4%,-2,9,168%[activator],3%,-26%
Cc1ccc(CSc2ncccc2C(=O)O)cc1,20%,20,39,/,12%,2%&0%
Cc1cccc(C(=O)c2ccccc2C(=O)O)c1,0%,-2,-8,29%,2%,0%
CCN(CC(O)Cn1c2ccccc2c2ccccc21)S(=O)(=O)c1ccc(C)cc1 (configuration not stated),/,-1,-7,/,-8%,-11%
O=C(COc1ccccc1)Nc1ccccc1N1CCN(c2ccccc2)CC1,?,1,-2,2.9µM*,3%,4%
COc1ccc(C2CC2/C(=N/O)c2ccccc2)cc1 (configuration not stated),52%[activator],31*,45,130%[activator],3%,-5%
Cc1ccc(CNC(=O)C2CCCN(S(=O)(=O)c3c(C)noc3C)C2)cc1 (configuration not stated),?,7,-16,/,7%,-5%
CN1CCN(C2=C(Cl)C(=O)N(c3ccc(Cl)cc3)C2=O)CC1,?,9,25,/,-3%,?
CCC(=O)N(Cc1ccco1)c1nc(-c2ccc(OC)cc2)cs1,-27%,-2,45,?,2%,-25%
Cc1ccc(C(=O)CCC(=O)Nc2cc(C)ccn2)cc1,?,/,/,?,/,-15%
CC1CCN(C(=O)C2CCCN(S(=O)(=O)c3cccc4nsnc34)C2)CC1 (configuration not stated),5%,-2,-4,-29%,/,-35%
O=C(Cc1ccccc1F)NC1CCCN(Cc2ccc(Cl)cc2)C1 (configuration not stated),?,-2,14,?,9%,-6%
COC(=O)[C@@H]1C[C@H]2CC[C@H](O)C[C@H]2N1Cc1ccc(N2CCN(C)CC2)cc1,17%,-4,-12,59%[activator],-3%&-1%,-16%
COc1cc(OC)c2ccc(=O)oc2c1C(CCN1CCN(c2ccccc2)CC1)c1ccc2c(c1)OCO2 (configuration not stated),12µM*,2&1,11&-3,9.3µM*,-4%&-16%,1%
CCOC(=O)N1CCC2(CC1)C(C#N)=C(N)Oc1n[nH]c(C)c12,/,-3,-12,?,1%,2%
Cc1ccc(CNC(=O)C2CCC(=O)N2Cc2ccc(F)cc2)cc1 (configuration not stated),9%[0.00184 µM],-4,-7,22%,-7%,-2%
O=C(NCCc1csc(-c2ccccc2)n1)c1ccc(Br)o1,-2%,-3,9,21%,0%,6%
COC(=O)c1sc(NC(=O)c2c(C)noc2C)nc1C,37%[activator],2,8,?,/,0%
O=c1c2[nH]c3ccc(F)cc3c2nc2n1CCCS2,54%[activator],25*,54*,-1%,-3%,2%

# 5 entries picked at random from those above, as already listed:
SMILES,Pf growth 48h,Cycloheximide cs,Shiga inhibitor,Pf growth 96h,Giardia FBPA inh,Sm TGR block
COC(=O)[C@@H]1C[C@H]2CC[C@H](O)C[C@H]2N1Cc1ccc(N2CCN(C)CC2)cc1,17%,-4,-12,59%[activator],-3%&-1%,-16%
CC1(C)CC(=O)C=C(Nc2ccc(O)c(C(=O)O)c2)C1,-1%,-4,13,?,-19%,-27%
CC(C)(C)c1ccc(C(=O)Nc2cnccn2)cc1,182%[activator],27*,41*,33%[activator],-9%,8%
COc1ccc(C2CC2/C(=N/O)c2ccccc2)cc1 (configuration not stated),52%[activator],31*,45,130%[activator],3%,-5%
Cc1cccc(C(=O)c2ccccc2C(=O)O)c1,0%,-2,-8,29%,2%,0%

# Remaining list, next part:
SMILES,Pf growth 48h,Cycloheximide cs,Shiga inhibitor,Pf growth 96h,Giardia FBPA inh,Sm TGR block
OC(CCc1ccncc1)c1ccccc1 (configuration not stated),0%,/,/,64%[activator],/,-8%
Cc1ccc2oc(C(=O)Nc3ccc(S(=O)(=O)Nc4ncccn4)cc3)c(C)c2c1,-1%,-3,-6,?,?,-3%
CCc1nn(CCCC(=O)NCc2ccccc2Br)c(=O)c2cc3occc3n12,-16%,-5,6,3%,5%,3%&4%
COC(C[C@@H]1O[C@H]1[C@H](O)COCc1ccccc1)OC,45%[activator],-3,2,0%,6%,5%
COc1ccc2nc(NC(=O)c3ccco3)sc2c1,7%,20*,60*,-10%,1%,-17%
CCOc1ccc(NC(=O)CN(C)S(=O)(=O)c2cnc[nH]2)cc1,-3%,9,-6,?,1%,3%&1%
CCOC(=O)Cc1cc(=O)n2[nH]cc(-c3ccc(Cl)cc3)c2n1,-14%,10,-4,0%,6%,0%
COCCNC(=O)c1cc2sccc2n1C,16%,0,-2,13%,3%,13%
CCOC(=O)c1c(NC(=O)C(C)OC(=O)C2=COCCO2)sc2c1CCCC2 (configuration not stated),?,/,/,?,/,0%
COc1ccc(-c2ccc(N(C)C)cc2)cc1[C@H]1[C@@H]2C=CCC[C@@]2(C)C(=O)N1Cc1ccccc1,9.3µM*,-3,-3,9.3µM*,0%,?
COc1ccc(-c2oc3cccnc3c2C#CCO)cc1,-10%,-2,-7,?,1%,?
Cc1ccccc1OCC(=O)N1CCCCCCC1,-3%,2,28,?,-3%,0%
Cc1cccn2c(=O)nc(SCC(=O)N3CCOCC3)nc12,60%[activator],/,/,31%[activator],/,2%
O=C(Cn1ccc(NC(=O)OCc2ccccc2)nc1=O)NCC1CCCO1 (configuration not stated),12%,/,/,?,/,-3%
Cc1ccc2cc(NC(=O)Cc3ccccc3)ccc2n1,263%[activator],53*,92*,135%[activator],-4%,14%
COCCN(CC(=O)Nc1cccc(C)c1C)C(=O)Cc1cccs1,-20%,/,/,-18%,/,-7%
CC(=O)NNC(=O)c1sc(=S)n(C)c1C,39%[activator],-3,-3,48%[activator],0%,-2%
O=C(c1ccc2c(=O)n3c(nc2c1)CCCCC3)N1CCN(c2ccc(Cl)cc2)CC1,-17%,1,-4,?,0%,-16%
O=C(CN1CCCCCC1)Nc1ccc(Br)cc1,/,24*,40,?,7%,-6%
Cc1ccnc2nc(C(=O)OCC(=O)c3ccc(Cl)cc3)nn12,-12%,/,/,-3%,/,-24%
O=C(O)CCc1ccc(-c2ccc(Br)cc2)o1,11%,9,39*,-2%,-1%,7.9µM*
CCC(=O)Nc1c(C)cc(C)cc1Cl,7%,4,4,195%[activator],4%,-4%
Cc1cccnc1NC(=S)Nc1ncccc1C,163%[activator],31*,68*,368%[activator],?,-13%
CC(=O)Nc1cccc(NC(=O)CSc2nccn2Cc2ccccc2)c1,-12%,13,21,4%,/,-19%&11%
CCOc1ccccc1N1CCN(C2=C(NS(=O)(=O)c3cccs3)C(=O)c3ccccc3C2=O)CC1,10µM*,-2,-5,/,?,45%[activator]
CCc1nc2c(c(SC)nn2-c2ccccc2)c(N)c1C(=O)OC,-3%,-2,-35,?,0%,7%
Cc1ccc(NC(=O)CCN2C(=O)C3C4CCC(C4)C3C2=O)cc1Cl (configuration not stated),42%[activator],25*,21,74%[activator],-3%,4%
CN(CC(=O)O/N=C(\N)c1ccccn1)S(=O)(=O)c1ccc(Br)cc1,15%,6,9,9%,2%,-18%
O=C(CCC1N=C2c3ccccc3N=C(SCc3ccccc3Cl)N2C1=O)NCc1ccco1 (configuration not stated),?,15,31,-10%,0%,-34%
CC(NC(=S)Nc1ccccc1C(F)(F)F)C1CC2CCC1C2 (configuration not stated),?,1,-26,0%,0%,?
CC(C)(C)c1nc2c(s1)CCc1onc(-c3ccc(Cl)cc3)c1-2,6%,/,/,?,/,-1%
CCCCN(C(=O)/C=C/c1ccco1)c1c(N)n(Cc2ccccc2)c(=O)[nH]c1=O,-6%,-3,-3,11%,2%,?
COc1cc(C2C(C#N)=C(N)Oc3cc(C)n(CC4CCCO4)c(=O)c32)cc2c1OCO2 (configuration not stated),?,19,28,?,?,45µM*
CCOC(=O)CNC(=O)CSc1nnc(Cn2c(=O)sc3ccccc32)n1-c1ccccc1C,-4%,1,-3,/,2%,-20%
Cc1ccc2sc(N(CCCN(C)C)C(=O)c3ccc(S(=O)(=O)N4CCCCCC4)cc3)nc2c1C,?,/,/,?,/,10%
Cc1cccc(NS(=O)(=O)c2coc(C(N)=O)c2)c1C,7%,-1,-2,?,-5%,3%
